# Assay outcomes from PubChem BioAssay.
# All columns: NCI-60 one-dose screen, growth in % after 48 h at 10 µM unless noted; 100 = growth as untreated, 0 = no growth, -100 = all killed.
# 786-0 – 786-0 renal cancer cells; 5.1% of 81,000 active; AID 1794775
# HT29 – HT29 colon cancer; 7.4% of 81,000 active
# SW-620 – SW-620 colon cancer. 5.2% of 82,000 active
# TK-10 – TK-10 renal cancer cells; 3.9% of 81,000 active; AID 1794769
# HCT-116 – HCT-116 colon cancer | AID 1794798 | 7.3% of 82,000 active
# HCT-15 – HCT-15 colon cancer; 5.2% of 82,000 active
# SN12C – SN12C renal cancer cells. 3.8% of 81,000 active
# HCC-2998 – HCC-2998 colon cancer | 4.7% of 79,000 active
# UO-31 – UO-31 renal cancer; 5.2% of 81,000 active; AID 1794768
# * marks the source's active call; other numbers are inactive results; nt = not tested or not shown; & = joins results of further samples. Rule for the calls: active = growth percent below 10; inactive = the rest.
# Screens by letter – A = 786-0; B = HT29; C = SW-620; D = TK-10; E = HCT-116; F = HCT-15; G = SN12C; H = HCC-2998; I = UO-31
1	CCCCCCOC(N)=O
  A: 105; B: 101; C: 102; D: 98; E: 108; F: 103; G: 104; H: 114; I: 92
2	CC(C)CCC1(CCCl)C(=O)NC(=O)NC1=O
  A: 96; B: 109; C: 99; D: 100; E: 100; F: 99; G: 96; H: 107; I: 91
3	C[C@]12CC[C@H](OC3OC(O)C(O)C(O)C3O)C=C1CCC1C2CC[C@]2(C)[C@@H](c3ccc(=O)oc3)CC[C@]12O (stereo partly specified)
  A: -84*; B: -85*; C: -90*; D: -81*; E: -95*; F: -82*; G: -38*; H: -90*; I: -92*
4	O=C(O)CCl
  A: 95; B: 105; C: 108; D: nt; E: 100; F: 99; G: 100; H: nt; I: 87
5	COc1ccc(CC2=NCCc3cc(OC)c(OC)cc32)cc1OC
  A: 80&96; B: 68&75; C: 93&90; D: 96&96; E: 57&46; F: 99&94; G: 80&88; H: 93&113; I: 62&73
6	Cc1ccccc1C(=O)N1CC1C (stereo unspecified)
  A: 112; B: 101; C: 115; D: 104; E: 96; F: 103; G: 104; H: 107; I: 100
7	CCOc1ccc(Cc2nc3cc(C(=O)N(CC)CC)ccc3n2CC2CCCCC2)cc1
  A: 98; B: 107; C: 92; D: 115; E: 98; F: 94; G: 93; H: 105; I: 79
8	O=C(O)c1ccc([S-])cc1.[Au+].c1ccc(CN2[CH-]N(Cc3ccccc3)C(c3ccccc3)=C2c2ccccc2)cc1
  A: -70*; B: -25*; C: -50*; D: -62*; E: -85*; F: -89*; G: -68*; H: -73*; I: -79*
9	CC(C)(C)c1ccc(OP(=O)(Oc2ccc(C(C)(C)C)cc2)Oc2ccc(C(C)(C)C)cc2)cc1
  A: nt; B: 94; C: 99; D: 97; E: 83; F: 97; G: 88; H: nt; I: nt
10	O=C1CC(N2CC2)C(=O)N1c1ccccc1 (stereo unspecified)
  A: 106; B: 109; C: 115; D: 112; E: 110; F: 105; G: 105; H: 103; I: 100

# Continued (five carried over from the part before).
# Screens by letter – A = 786-0; B = HT29; C = SW-620; D = TK-10; E = HCT-116; F = HCT-15; G = SN12C; H = HCC-2998; I = UO-31
6	Cc1ccccc1C(=O)N1CC1C (stereo unspecified)
  A: 112; B: 101; C: 115; D: 104; E: 96; F: 103; G: 104; H: 107; I: 100
7	CCOc1ccc(Cc2nc3cc(C(=O)N(CC)CC)ccc3n2CC2CCCCC2)cc1
  A: 98; B: 107; C: 92; D: 115; E: 98; F: 94; G: 93; H: 105; I: 79
8	O=C(O)c1ccc([S-])cc1.[Au+].c1ccc(CN2[CH-]N(Cc3ccccc3)C(c3ccccc3)=C2c2ccccc2)cc1
  A: -70*; B: -25*; C: -50*; D: -62*; E: -85*; F: -89*; G: -68*; H: -73*; I: -79*
9	CC(C)(C)c1ccc(OP(=O)(Oc2ccc(C(C)(C)C)cc2)Oc2ccc(C(C)(C)C)cc2)cc1
  A: nt; B: 94; C: 99; D: 97; E: 83; F: 97; G: 88; H: nt; I: nt
10	O=C1CC(N2CC2)C(=O)N1c1ccccc1 (stereo unspecified)
  A: 106; B: 109; C: 115; D: 112; E: 110; F: 105; G: 105; H: 103; I: 100
11	COCCOC(=O)Cc1ccccc1
  A: 99; B: 107; C: 102; D: 94; E: 101; F: 101; G: 105; H: 101; I: 99
12	Oc1c2c3c4c5c1N=CC=5CC[N+]=4C1(O)CCC3(CCN2)CC1
  A: 104; B: 122; C: 108; D: 106; E: 96; F: 100; G: 99; H: 101; I: 80
13	c1ccc2c(CN3CCOCC3)c[nH]c2c1
  A: 104; B: 98; C: 93; D: 117; E: 90; F: 107; G: 97; H: 109; I: 69
14	O=C(N/N=C/c1ccc([N+](=O)[O-])o1)c1cc([N+](=O)[O-])cc([N+](=O)[O-])c1O
  A: 106; B: 97; C: 102; D: 121; E: 93; F: 93; G: 96; H: 102; I: 80
15	OC1/C(=C/c2cn(Cc3ccccc3)c3ncccc23)N2CCC1CC2 (stereo unspecified)
  A: 93; B: 94; C: 101; D: 99; E: 88; F: 99; G: 90; H: 102; I: 76
16	COc1cc([N+](=O)[O-])c(N)c([N+](=O)[O-])c1
  A: 111; B: 118; C: 105; D: nt; E: 103; F: 96; G: 101; H: nt; I: 103
17	CC(=O)C(c1c(O)c2ccccc2oc1=O)c1cc(=O)oc2cc(C)ccc12 (stereo unspecified)
  A: 95; B: 104; C: 99; D: 98; E: 95; F: 104; G: 93; H: 102; I: 77
18	CN(C(=O)CCl)c1ccccc1
  A: 109; B: 112; C: 116; D: 104; E: 106; F: 112; G: 115; H: 95; I: 91
19	COc1cc(C=Nc2cccc(Br)c2)ccc1N(CCCl)CCCl
  A: 94; B: 63; C: 74; D: 93; E: 87; F: 82; G: 85; H: 60; I: 69
20	CCC(=O)OC1CC2=CC(=O)CCC2(C)C2CCC3(C)C(OC(=O)CC)CCC3C12 (stereo unspecified)
  A: 101; B: 103; C: 102; D: 109; E: 81; F: 100; G: 90; H: 107; I: 84
21	CCOC(=S)S[C@H]1C[C@@H]2[C@H](CC[C@]3(C)C(=O)CC[C@@H]23)[C@@]2(C)CCC(=O)C=C12
  A: 102; B: 111; C: 105; D: 100; E: 104; F: 101; G: 94; H: 106; I: 97
22	COCCn1cc(C(=O)C2C(C)(C)C2(C)C)c2ccccc21
  A: 103; B: 90; C: 102; D: 125; E: 100; F: 95; G: 98; H: 106; I: 81
23	C[CH2][Pb]([CH2]C)([CH2]C)[O]C(=O)COC
  A: -46*; B: 0.5*; C: -28*; D: nt; E: -30*; F: 9.0*; G: 3.0*; H: -50*; I: -9.2*
24	CNC(=O)Oc1ccc2ccccc2c1
  A: 105; B: 104; C: 107; D: 96; E: 98; F: 100; G: 94; H: 98; I: 85
25	Cc1cc2c(C(=O)OC(C)C)nn(Cc3ccccc3)c2cc1C
  A: 88; B: 97; C: 98; D: 96; E: 96; F: 99; G: nt; H: 108; I: 91
26	Cc1cc(C(C)(C)c2ccc(O)c(C)c2)ccc1O
  A: 102; B: nt; C: 97; D: 99; E: 86; F: 94; G: 90; H: 104; I: 79
27	CC(C)CC(N(C)C)C1(c2ccc(Cl)cc2)CCC1 (stereo unspecified)
  A: 107; B: 92; C: 102; D: 117; E: 101; F: 101; G: 98; H: 98; I: 80
28	CCN(CC)CP(CN(CC)CC)CN(CC)CC
  A: 97; B: 90; C: 99; D: 85; E: 98; F: 99; G: 99; H: 99; I: 84
29	CN(C)C(Cc1ccccc1)c1ccccc1 (stereo unspecified)
  A: 93; B: 101; C: 104; D: 109; E: 95; F: 99; G: nt; H: 97; I: 74
30	Cc1ccc2c(c1)Cc1c(C(=O)NN3CCCCC3)nn(-c3ccc(Cl)cc3Cl)c1-2
  A: 78; B: 88; C: 91; D: 86; E: 71; F: 76; G: 83; H: 102; I: 55
31	c1ccc(COc2ccc3[nH]cc(CCN(Cc4ccccc4)Cc4ccccc4)c3c2)cc1
  A: 92; B: 83; C: 91; D: 109; E: 60; F: 47; G: 86; H: 100; I: 60
32	COC(CN(C)Cc1c[nH]c2ccccc12)OC
  A: 97; B: 102; C: 107; D: 106; E: 96; F: 106; G: 97; H: 97; I: 51

# Some of the compounds tested; count on the stated rates, not on these rows.
